TEAD-YAP block – TEAD-YAP interaction inhibition; HEK-TIYL cells, TEAD-Gal4/YAP UAS-luciferase luminescence; inhibition, % at 9.12 µM; hit rate 1.4% among 640,000; AID 1259422; in the data active = inhibition above about 32%;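 note: 0% = median of test compound wells and 100% = reference inhibitor wells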
FBW7 act – human FBW7 E3 ligase activation, primary screen. AlphaScreen FBW7–phospho-cyclin E peptide binding, activator screen. normalized activity (activation), % at 26.1 µM. hit rate 0.13% among 650,000; in the data active = normalized activity above about 1.9%;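 note: purified mutant Fbw7 with reduced substrate affinity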
MITF primary – blocks human microphthalmia-associated transcription factor; O75030; AlphaScreen MITF homodimerization, bead proximity signal; inhibition, % at 2.6 µM; hit rate 0.91% among 650,000; AID 1259374; in the data active = inhibition above about 50%;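 note: 0% = vehicle wells with protein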
Target sequence (O75030 whole entry, looked up): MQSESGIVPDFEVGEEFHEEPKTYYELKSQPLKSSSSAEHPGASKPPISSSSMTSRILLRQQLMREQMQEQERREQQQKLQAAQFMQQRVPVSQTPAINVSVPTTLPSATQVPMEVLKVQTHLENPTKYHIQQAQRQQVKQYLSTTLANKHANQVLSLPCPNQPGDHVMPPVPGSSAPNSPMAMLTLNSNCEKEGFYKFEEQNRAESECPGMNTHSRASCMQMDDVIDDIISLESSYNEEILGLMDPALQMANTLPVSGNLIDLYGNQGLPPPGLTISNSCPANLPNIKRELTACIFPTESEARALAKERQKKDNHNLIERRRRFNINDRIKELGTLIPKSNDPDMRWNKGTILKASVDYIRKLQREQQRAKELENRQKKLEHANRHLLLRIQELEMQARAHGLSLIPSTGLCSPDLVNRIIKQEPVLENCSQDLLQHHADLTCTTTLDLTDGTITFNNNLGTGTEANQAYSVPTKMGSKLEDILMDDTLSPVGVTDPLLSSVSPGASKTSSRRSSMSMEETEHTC
GPR151 activ – human GPR151 activation. AID 1508602. hit rate 1% among 650,000. activation, % at 11.2 µM. PathHunter beta-arrestin GPR151 cells, luminescence; in the data active = activation above about 4.9%;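 note: 0% = median of compound wells and 100% = cells with positive control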
Target sequence (Q8TDV0 whole entry, looked up): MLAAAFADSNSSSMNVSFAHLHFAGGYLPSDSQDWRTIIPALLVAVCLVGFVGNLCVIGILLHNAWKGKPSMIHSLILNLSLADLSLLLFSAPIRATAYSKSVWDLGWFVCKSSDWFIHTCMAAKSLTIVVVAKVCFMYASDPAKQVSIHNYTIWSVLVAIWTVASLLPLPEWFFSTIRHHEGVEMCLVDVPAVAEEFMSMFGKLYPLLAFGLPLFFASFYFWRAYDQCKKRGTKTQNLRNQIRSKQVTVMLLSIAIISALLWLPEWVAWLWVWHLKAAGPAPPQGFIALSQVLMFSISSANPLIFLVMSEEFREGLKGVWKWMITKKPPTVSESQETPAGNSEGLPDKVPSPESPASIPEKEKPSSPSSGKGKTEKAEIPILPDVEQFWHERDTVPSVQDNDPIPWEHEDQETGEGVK
* marks the source's active call; other numbers are inactive results.

Structure,TEAD-YAP block,FBW7 act,MITF primary,GPR151 activ
Cc1cc(N2CCN(C(=O)CC3C(=O)NCCN3Cc3ccccc3F)CC2)cc(C)n1 (stereo unspecified),-7,-0.3,-3,1.3
COC(=O)c1ccc(NC(=O)C(c2ccccc2)c2ccccc2)cc1,-9,0.1,14,-0.9
COC(=O)c1[nH]c2c(c1C)C(=O)CC(c1ccccc1Cl)C2 (stereo unspecified),52*,0.1,20,0.4
CCOC(=O)Cc1cc(=O)[nH]c(Nc2nc3ccccc3s2)n1,2,0.0,-2,-0.9
CCS(=O)(=O)c1ccc2oc(=O)c(/C=C(\O)c3cccc([N+](=O)[O-])c3)nc2c1,5,-0.1,21,0.4
Cn1cccc1C(=O)NC(=O)COC(=O)c1ccc(S(C)(=O)=O)c([N+](=O)[O-])c1,-6,0.1,1,-0.4
COC(=O)c1c(N)sc2c1CC(C)(C)NC2(C)C,7,0.7,16,-1.0
C=CCn1c(=S)[nH]c2cc(C(=O)Nc3cc(OC)ccc3OC)ccc2c1=O,-1,1.6,4,0.0
COc1cccc(C(=O)NCc2n[nH]c(=S)n2-c2ccccc2OC)c1,5,0.0,9,1.3
COc1ccccc1N1C(=O)c2ccc([N+](=O)[O-])cc2C1=O,-9,-0.1,-1,0.2
O=C(Cn1c2ccccc2c2cn[nH]c(=O)c21)NCCCN1CCCC1=O,-6,0.5,-3,-0.4
CCOP(=O)(OCC)C(Nc1ccccc1)c1cccnc1 (stereo unspecified),15,0.0,-10,0.9
O=C(CN1C(=O)C(=O)N(c2ccccc2)C1=O)Nc1ccccc1[N+](=O)[O-],-28,-0.2,2,-3.8
O=C(CSc1nnnn1-c1ccc(F)cc1)Nc1nc2ccccc2s1,1,0.5,3,0.3
COC(=O)c1ccc(CSc2nc3c(c(=O)n2-c2cc(C)cc(C)c2)SCC3)o1,-8,-0.1,-9,-0.4
CCOC(=O)c1c(CC(C)C)csc1NC(=O)c1ccccc1C(=O)O,1,0.0,9,-2.3
Cc1cncc(NC(=O)c2cccc(-n3cc(NC(=O)Cc4ccccc4)cn3)c2)c1,-4,-0.2,-8,1.0
Cc1ccc(Cc2nnc(C(=O)NCCCN3CCN(c4ccccc4F)CC3)o2)cc1,11,0.0,-2,0.1
CC(=O)c1ccc(Cc2ccc(C(C)=O)cc2)cc1,5,-0.1,3,-0.9
Cc1c(NC(=O)CN(c2ccccc2)S(C)(=O)=O)c(=O)n(-c2ccccc2)n1C,9,0.1,4,-0.4
CCC(OC(=O)CN1C(=O)C(=O)c2ccccc21)C(=O)Nc1ccccc1OC (stereo unspecified),6,-0.2,-5,-0.1
O=C1CC(c2ccc3c(c2)OCO3)CC2=C1C(c1ccc(C(F)(F)F)cc1)Nc1ccccc1N2 (stereo unspecified),-15,0.4,13,3.2
CCCCOC(=O)C(C)Nc1n[nH]c(=S)[nH]c1=O (stereo unspecified),13,0.6,15,-0.8
COc1ccc(N2C(=O)NC3CC2(C)Oc2c(OC)cccc23)cc1OC (stereo unspecified),9,0.1,3,1.6
CCCn1c(N)c(C(=S)NC(=O)C(C)C)c(=O)n(CCC)c1=O,6,0.0,11,0.5
CC(=O)c1ccc(S(=O)(=O)N2CCN(c3ccnc4cc(Cl)ccc34)CC2)cc1,14,-0.1,8,1.2
C[C@H](NC(N)=O)C(=O)OCC(=O)Nc1ccc(I)cc1,16,0.2,9,0.7
Cc1ccc(C)c(N=C2NC(=O)CS2)c1,13,0.0,4,2.4
CN(CC(=O)NCc1ccccc1)S(=O)(=O)c1ccc2nc(-c3ccccc3)[nH]c2c1,0,0.1,25,-1.3
COc1cc(/C=N/NC(=O)CCC2C(=O)NN=C2C)ccc1O (stereo unspecified),9,0.5,-7,0.1
O=C(c1nn2c(c1Cl)NC(c1ccc(Cl)cc1)CC2C(F)(F)F)N1CCN(Cc2ccccc2)CC1 (stereo unspecified),6,0.0,8,-0.3
CN1CCN(c2ccccc2NC(=O)c2ccc([N+](=O)[O-])o2)CC1,6,0.0,-4,5.7*
c1cnc2ccc(Nc3nccc(Nc4ccc(N5CCOCC5)cc4)n3)cc2c1,82*,0.0,24,4.7
O=C(CN1C(=O)/C(=C/c2ccccc2F)Oc2ccccc21)N1CCOCC1,-1,0.0,13,-0.4
O=C(NCc1ccco1)c1cc2ccccc2o1,-5,0.0,5,-1.0
CCC(Sc1nc2ccc(N3CCOCC3)cc2c(=O)n1Cc1ccccc1)C(=O)NCc1ccco1 (stereo unspecified),-17,0.1,-2,-0.6
Nc1ccc2cc3c(nc2n1)CCN(CCc1ccccc1C(F)(F)F)C3,1,0.2,2,0.7
C/C(=N\NC(=O)c1cc2ccccc2cc1O)c1ccc(F)c(F)c1,6,0.2,7,-1.4
CC[C@H](C)[C@@H]1NC(=O)[C@@H]2C[C@H](NCc3ccc(C(C)C)cc3)CN2C1=O,0,-0.1,-5,-0.5
CCCn1cc(SCC(=O)Nc2ccc(OC)cc2)c2ccccc21,0,-0.1,-3,1.2
N#CC1(C#N)[C@H](c2ccc([N+](=O)[O-])s2)[C@@H](C(=O)c2ccccc2)N2c3ccccc3C=C[C@@H]21,0,-0.1,10,-1.3
O=S(=O)(N/N=C/c1ccc(N2CCOCC2)cc1)c1ccc(Br)cc1,-4,0.0,-1,-3.4
CCOc1ccc(NC(=S)NCc2ccco2)cc1,-8,-0.3,23,-1.0
CCn1c2ccccc2c2nnc(NCc3ccccn3)nc21,-6,-0.3,-1,-0.9
CC(C)c1ccc(NC(=O)/C=C\C(=O)O)cc1,-4,0.1,-5,0.0
CC1CN(C2CCOCC2)Cc2ccccc2O1 (stereo unspecified),-10,0.0,-8,-1.6
C=CCOc1cc(Br)c(/C=C2\NC(=O)N(Cc3ccc(Cl)cc3)C2=O)cc1OC,-8,0.1,2,0.6
C=CCc1cccc(/C=N\NC(=O)CCn2nnc3ccccc32)c1O,10,-0.2,6,-0.9
Cc1ccc(NC(=O)Cc2ccc(Cl)cc2)c([N+](=O)[O-])c1,-10,-0.2,31,-1.0
Cc1ccc(NC(=O)C2CC3CCCN3C23C(=O)N(C)c2ccccc23)cc1C (stereo unspecified),6,-0.1,-22,-0.1

(listing goes on)
Structure,TEAD-YAP block,FBW7 act,MITF primary,GPR151 activ
Brc1cnc(N2CCC3(CC2)OCCO3)nc1,-11,-0.1,1,-1.0
COCCNC(=O)CN1C(=O)CSc2ncccc21,-1,-0.1,-1,2.1
CC(=O)c1cnc2nc(C(F)(F)F)nn2c1C,-1,-0.2,1,-0.7
O=C(NCc1cccc(Br)c1)C1CC2CCCN2C12C(=O)Nc1ccccc12 (stereo unspecified),-4,0.1,16,4.7
CC(Oc1ccccc1)C(=O)Nc1ccc(-c2cn3cccnc3n2)cc1 (stereo unspecified),-7,0.0,8,-0.1
COc1ccc(C(=O)N2CCN(CC(=O)c3ccco3)CC2)cc1OC,0,-0.7,22,0.2
CCCC1=NN2C(=N)/C(=C/c3cn(Cc4ccc(F)cc4)c4ccccc34)C(=O)N=C2S1,0,-0.1,5,-1.1
Cn1c(=NC(=O)c2ccc(S(=O)(=O)N3CCOCC3)cc2)sc2cccc(Cl)c21,1,0.0,-6,0.0
COc1ccc2c(c1)CCN(C(=O)c1csc(-n3cccc3)n1)C2,-13,0.1,0,1.2
COC(=O)/C=C(\C)NC(=O)C1COc2ccccc2O1 (stereo unspecified),-17,0.0,-3,-0.1
O=C1c2cccnc2C(=O)N1CCc1ccc(S(=O)(=O)NC2CCCCC2)cc1,-2,-0.2,-5,1.6
Cc1cc(F)ccc1NC(=O)Cn1cc2c(n1)CCCC2,0,0.0,1,0.5
COC(CNC(=O)c1ccc2c(c1)nc(C)n2-c1ccc(OCc2ccccc2)cc1)OC,6,-0.1,-4,0.0
O=C(Nc1ccc(-c2ccnc3ncccc23)cc1)C1COc2ccccc2O1 (stereo unspecified),-5,-0.1,3,1.4
Cc1c(C(=O)Nc2ccc(F)cc2Cl)sc2nc(C)n(C)c(=O)c12,-77,0.1,11,-0.6
Cc1ccccc1NC(=O)C(=O)NCCO,9,0.0,-9,-1.0
Cc1cc(C)n2nc(C(=O)NCc3ccco3)nc2n1,-5,-0.1,-7,3.0
CCOC(=O)c1cnc(SCC(=O)NCc2ccc(C)cc2)nc1N,-7,-0.1,-4,0.1
C/C(=N\NC(=O)CSc1nc(C)cc(C)n1)c1ccc(Br)cc1,8,0.0,9,-0.3
O=C(CC(c1ccccc1)c1ccccc1)NNC(=S)NCc1ccco1,0,0.8,17,-1.4
Cc1cc(C)cc(-n2c(C)cc(/C=C(\C#N)c3ccc(Cl)cc3)c2C)c1,-2,-0.2,-1,0.7
Cc1ccc(S(=O)(=O)c2cnc(-c3ccc(O)cc3)nc2-c2cccnc2)cc1,6,0.2,-13,1.1
COc1ccc(C(=O)N2c3ccc(C)cc3C(c3ccccc3)CC2C)cc1OC (stereo unspecified),-9,0.0,2,0.7
COc1cccc2c1OC1(CCN(C(=O)Nc3ccc(N(C)C)cc3)CC1)OC2,-38,0.0,5,-0.3
CC(C)C(c1nnnn1Cc1ccccc1)N1CCN(c2ccccc2)CC1 (stereo unspecified),11,-0.1,-2,0.2
CN(C)S(=O)(=O)Nc1ccc(N2CCC(NCCc3ccncc3)CC2)cc1,2,0.0,7,0.1
Cc1ccc(NC(=O)N2CCN(c3ccc(Nc4ccncc4)nn3)CC2)cc1F,-11,-0.3,-4,-2.4
Cn1c(=O)[nH]c(=O)c2c1nc1n2CCCN1c1ccc(F)cc1,-2,-0.2,6,0.6
COC(=O)c1ccc(CSc2ccc3nnc(-c4ccc(OC)c(OC)c4)n3n2)o1,-9,0.0,9,0.9
CSCC(=O)N1CCC(C(Cc2ccccc2)N(C)C(=O)CN(C)C)CC1 (stereo unspecified),11,-0.1,3,0.7
Cc1c(CNCCc2cccs2)c(C(=O)O)c(C)n1Cc1cccc(Cl)c1,-5,-0.2,18,-0.2
Cn1c(SCc2ccc(C#N)cc2)nnc1C(F)(F)F,0,-0.2,4,1.5
O=C(NCc1nc2ccccc2[nH]1)c1cnc(Nc2ccncn2)s1,9,-0.1,-2,0.0
Nc1ncc(-c2cccc(CO)c2)nc1NCCCN1CCOCC1,4,-0.1,9,0.9
COc1cc(C(=O)COC(=O)CC2CCCC2)cc(OC)c1OC,0,0.1,12,-1.1
COc1cc(/C=c2\sc3nc(-c4ccncc4)nn3c2=O)ccc1OC(C)=O,-3,-0.1,7,4.9*
CC(C)OCC(O)Cn1c(N2CCCCCC2)nc2c1c(=O)n(C)c(=O)n2C (stereo unspecified),0,-0.2,6,-0.2
COc1ccccc1NC(=O)c1cc(-c2ccccc2Cl)nc2ccccc12,9,0.4,11,0.6
O=C(NCCc1ccccc1)c1cc(-c2ccc(Cl)c(Cl)c2)nc2ccccc12,-6,0.0,27,-0.5
Cc1cc(C)c(C#N)c(Nc2cccc(C(F)(F)F)c2)n1,0,0.0,-8,-1.5
O=C1Nc2ccccc2C(O)(C(=O)N2CCCCC2)N1c1ccccc1 (stereo unspecified),-12,-0.1,-1,0.7
OC(CN=Cc1ccc(Cl)cc1)c1ccccc1 (stereo unspecified),1,-0.1,2,-0.4
COc1cc2[nH]c(=O)n(CCC(=O)NCc3ccc(C)o3)c(=O)c2cc1OC,13,0.2,2,0.6
CCCN1CCC(=NNC(=O)c2ccc([N+](=O)[O-])cc2)CC1,7,0.0,-1,1.6
CCN=C(Nc1n[nH]c(C)c1-c1ccccc1F)SC,-15,0.1,1,-1.0
Cc1ccnc(NC(=O)Cn2ccc([N+](=O)[O-])n2)c1,-11,-0.2,-1,-0.6
CCN(CC)CCN(CC)C1CCC(=O)N(Cc2ccc(C(=O)OC)cc2)CC1 (stereo unspecified),-7,-0.1,-28,1.8
Cc1cc2c(cc3c(=O)n(CC(=O)NCc4ccco4)nc(C)n32)o1,-8,-0.2,13,0.5
c1nc(SCc2cn3ccsc3n2)c2c3c(sc2n1)CCCC3,-11,-0.3,2,-0.5
COC(=O)CN(C)C(=O)CC1C(=O)NCCN1Cc1ccccc1C(F)(F)F (stereo unspecified),-9,0.1,2,1.0
